Bioassay records (PubChem)
EP2 antag: inhibitors of human EP2 prostaglandin E2 receptor | P43116 | C6 glioma cells expressing human EP2, cAMP TR-FRET; cells stimulated with saturating PGE2 | inhibition, % at 25 µM | 260,000 compounds, 0.52% hits | AID 1422;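 active = percent inhibition above 40 after rounding to a whole number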;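 note: rat C6 glioma host cells with rolipram phosphodiesterase inhibitor present; the protocol text gives 20 µM as final concentration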
Target sequence (P43116 whole entry, looked up): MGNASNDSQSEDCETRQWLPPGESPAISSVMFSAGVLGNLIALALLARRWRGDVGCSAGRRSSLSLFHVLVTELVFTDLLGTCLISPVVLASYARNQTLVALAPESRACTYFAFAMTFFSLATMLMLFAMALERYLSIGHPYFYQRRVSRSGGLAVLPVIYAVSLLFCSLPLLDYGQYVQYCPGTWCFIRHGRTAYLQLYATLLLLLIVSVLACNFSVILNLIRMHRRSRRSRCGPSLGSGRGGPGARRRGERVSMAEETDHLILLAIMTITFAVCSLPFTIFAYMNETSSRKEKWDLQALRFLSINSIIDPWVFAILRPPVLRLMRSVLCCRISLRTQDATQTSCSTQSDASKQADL
The depositor's hits bear a star; & = joins results of further samples. An excerpt. The share of hits here may be higher or lower than overall.

SMILES | EP2 antag
COc1cc(-c2nnc(N(C(=O)C3CCCCC3)C(C)C)s2)cc(OC)c1OC | 6
Cc1ccc2c(c1)-c1cc(C)nn1C(c1ccccc1F)N2 (stereo unspecified) | 10
CCOC(=O)Cc1csc(NC(=O)CSc2nc3ccc(C)cc3cc2C#N)n1 | 19
Cc1cccc(Cn2c(NN)nc3c2c(=O)[nH]c(=O)n3C)c1 | 18
CCCC(c1nnnn1C(C)(C)C)N(Cc1ccc(C)cc1)Cc1cc2cc(C)ccc2[nH]c1=O (stereo unspecified) | 6
CCCc1ncc(CN2CCN(C3CCCCC3)C(=O)C2)cn1 | 6
N#Cc1c(NC(=O)CSc2ncnc3scc(-c4ccccc4)c23)sc2c1CCCC2 | 6
O=C(COC(=O)CC1Sc2ccccc2NC1=O)NCc1ccc2c(c1)OCO2 (stereo unspecified) | 15
COCCN(CCOC)C(=O)CSc1nnc2c(n1)[nH]c1ccccc12 | 4
Cc1ccc(N(C)C2SC(=O)NC2=O)cc1 (stereo unspecified) | 12
C=CCn1c(Sc2ccc(C)cc2)nc2c1c(=O)[nH]c(=O)n2C | 11
O=C(CN1C(=O)[C@H]2CCCN2C(=O)c2ccccc21)NC1CCCCCC1 | 12
Cc1cc(NC(=O)CSc2nnc3c(C)cc4cc5c(cc4n23)OCCO5)no1 | 12
COC(=O)c1c(NC(=O)c2ccccc2OC)sc(C(=O)Nc2ccccc2OC)c1C | 17
Cc1cc(C)cc(-c2nnc(SCC(=O)N3CCC(C)CC3)o2)c1 | 6
COc1ccc(-n2c(CNc3cccc(Cl)c3)nnc2SCC(=O)O)cc1 | 4
CCOCCCNC(=S)N(Cc1cc2c(C)ccc(C)c2[nH]c1=O)C1CCCCC1 | 3
CC[n+]1c(/C=C/c2ccc(N(C)C)cc2)ccc2cc(C)ccc21 | 20
O=C(Nc1cccc(NC(=O)c2ccccc2Cl)c1)c1cccs1 | 11
CCC(C)(C)n1nnnc1CN(Cc1ccc(OC)cc1)Cc1cc2c(C)ccc(C)c2[nH]c1=O | 10
CS(=O)(=O)N1CCN(c2ccc(NC(=O)c3ccc(Cl)cc3Cl)cc2)CC1 | 18
O=C(CSc1nc(-c2ccc(Cl)cc2)cs1)Nc1ccccc1N1CCOCC1 | 11
NC(Cc1cnc[nH]1)C(=O)Nc1ccc2ccccc2c1 (stereo unspecified) | 10
C=C(C)CSc1nc2c(c(=O)n(C)c(=O)n2C)n1Cc1ccccc1Cl | 9
COCCn1nnnc1CN1CCN(C2CCCC2)CC1 | 8

An excerpt of these results, with tabs:
SMILES	EP2 antag
Cc1cc(NC(=O)CSc2nnc3c(C)cc4cc5c(cc4n23)OCCO5)no1	12
COC(=O)c1c(NC(=O)c2ccccc2OC)sc(C(=O)Nc2ccccc2OC)c1C	17
Cc1cc(C)cc(-c2nnc(SCC(=O)N3CCC(C)CC3)o2)c1	6
COc1ccc(-n2c(CNc3cccc(Cl)c3)nnc2SCC(=O)O)cc1	4
CCOCCCNC(=S)N(Cc1cc2c(C)ccc(C)c2[nH]c1=O)C1CCCCC1	3

Pulled by compound from the list above (five):
SMILES | EP2 antag
CCOC(=O)Cc1csc(NC(=O)CSc2nc3ccc(C)cc3cc2C#N)n1 | 19
O=C(COC(=O)CC1Sc2ccccc2NC1=O)NCc1ccc2c(c1)OCO2 (stereo unspecified) | 15
O=C(CSc1nc(-c2ccc(Cl)cc2)cs1)Nc1ccccc1N1CCOCC1 | 11
COc1ccc(-n2c(CNc3cccc(Cl)c3)nnc2SCC(=O)O)cc1 | 4
Cc1ccc2c(c1)-c1cc(C)nn1C(c1ccccc1F)N2 (stereo unspecified) | 10

Further entries
SMILES | EP2 antag
COc1cccc(CN[C@@H]2CCC(=O)N[C@H]2c2cc(F)cc(F)c2)c1O | 1
Cc1cc(=O)oc2cc(OC(C)C(=O)NC(C)c3ccccc3)ccc12 (stereo unspecified) | 10
COCCn1nnnc1C(c1cc2ccc(C)cc2[nH]c1=O)N1CCN(c2ccccc2OC)CC1 (stereo unspecified) | 14
Cc1ccc(NC(=S)N(Cc2cc3c(C)ccc(C)c3[nH]c2=O)CC2CCCO2)cc1 (stereo unspecified) | 10
Cc1c(N)c(=O)n(-c2ccccc2)n1C | 10
O=C(Cn1c(=O)oc2ccccc21)Nc1ccc(S(=O)(=O)N2CCOCC2)cc1 | 5
COC(=O)CCC(=O)OC1(C)C(=O)C2=CN(Cc3ccccc3)C(c3ccc(OC)cc3)=CC2=C(Br)C1=O (stereo unspecified) | 25
COc1ccc(S(=O)(=O)N(Cc2cc3cc(OC)ccc3[nH]c2=O)CC2CCCO2)cc1 (stereo unspecified) | 14
Cc1ccccc1OCC(O)Cn1c(SC(C)C(=O)O)nc2c1c(=O)[nH]c(=O)n2C (stereo unspecified) | 10
Cc1nc(NC(=O)c2ccccc2)sc1C(=O)N1CCCCC1 | 4
Cc1nc2c(-c3ccc(F)cc3)c(C)nn2c(N2CCC(O)CC2)c1C | 9
Cc1cccc(N2C(=O)c3cccc4c(N5CCNCC5)ccc(c34)C2=O)c1 | 7
Cc1ccc(CC(=O)N2CCc3c(nc(N4CCCC4)[nH]c3=O)C2)cc1 | 4
Cc1ccc(-c2nnn(CC(=O)NC3CC3)n2)cc1 | 15
O=C(O)[C@@H]1[C@H]2C[C@@H]3[C@@H](OC(=O)[C@@H]31)[C@H]2Br | 9
CC1=CC2C(C(C)C)CCC(C)(O)C2CC1 (stereo unspecified) | 6
CCN(Cc1ccccc1)C(c1cc2ccc(OC)cc2[nH]c1=O)c1nnnn1C(C)(C)CC (stereo unspecified) | 12
Cc1cc(NC(=O)c2cccs2)ncc1NC(=O)C(C)C | 29
O=C(CSc1nc2ccccc2n1CC(=O)N1CCCC1)Nc1ccc(Cl)cc1 | 6
CCn1c(COc2ccc(Br)cc2)nnc1SCC(=O)Nc1ccc(C)c(C)c1 | 28
C=CCNC(=O)C1CC(=O)N(c2ccc(OCc3c(F)cccc3Cl)cc2)C1 (stereo unspecified) | 23
COc1ccc(Nc2nc(N3CCCC3)nc(N3CCOCC3)n2)cc1 | 11
CC(NC(=O)CN1N=C(C(C)(C)C)Cn2c(cc3ccccc32)C1=O)c1ccncc1 (stereo unspecified) | 7
CN(C(=O)CN1CCN(c2ccc(F)cc2)CC1)C1CCCCC1 | 10
CCn1c(SCC(=O)Nc2c(C)cccc2C)nnc1-c1ccco1 | 8

An excerpt from above in order of molecular weight, highest first.
SMILES | EP2 antag
COC(=O)CCC(=O)OC1(C)C(=O)C2=CN(Cc3ccccc3)C(c3ccc(OC)cc3)=CC2=C(Br)C1=O (stereo unspecified) | 25
COC(=O)c1c(NC(=O)c2ccccc2OC)sc(C(=O)Nc2ccccc2OC)c1C | 17
Cc1ccccc1OCC(O)Cn1c(SC(C)C(=O)O)nc2c1c(=O)[nH]c(=O)n2C (stereo unspecified) | 10
O=C(CSc1nc2ccccc2n1CC(=O)N1CCCC1)Nc1ccc(Cl)cc1 | 6
O=C(Nc1cccc(NC(=O)c2ccccc2Cl)c1)c1cccs1 | 11
Cc1cc(=O)oc2cc(OC(C)C(=O)NC(C)c3ccccc3)ccc12 (stereo unspecified) | 10

Following part
SMILES | EP2 antag
CCn1c(SCC#N)nnc1-c1ccccc1OC | 7
CN(C)S(=O)(=O)c1ccc(Nc2ccc(O)c3c2C(=O)c2c([N+](=O)[O-])ccc(O)c2C3=O)cc1 | 59*
COc1ccc(OCc2nnc(SCC(=O)c3ccc(OC)cc3)n2N)cc1 | 9
Nc1ccc(-c2ccc(Nc3cc(S(=O)(=O)O)c(N)c4c3C(=O)c3ccccc3C4=O)cc2)c(S(=O)(=O)O)c1 | 55*
O=C(Nc1ccc(Br)cc1)/C(=C\c1cccnc1)NC(=O)c1ccco1 | 4
CCC/C=C1/CCCOC(C(=O)NCCN2CCOCC2)(C(F)(F)F)C1 (stereo unspecified) | -2
COc1ccc2nc(SCC(=O)Nc3cc(C)ccc3C)c(C#N)cc2c1 | 19
Cc1nc(N2CCOCC2)c2nnn(Cc3ccccc3Cl)c2n1 | 6
CCCn1c(SCC(=O)Nc2nccs2)nnc1-c1ccccn1 | 3
CCCN1CCN(C(c2cc3c(C)cc(C)cc3[nH]c2=O)c2nnnn2CCOC)CC1 (stereo unspecified) | 11
Cc1ccc(N(CC(=O)N2CCCCCC2)S(C)(=O)=O)cc1Cl | 11
C=C1/C(=C\C=C2/CCC[C@]3(C)[C@@H]([C@H](C)/C=C/[C@@H](O)C4CC4)CC[C@@H]23)C[C@@H](O)C[C@@H]1O | 19
COc1ccc2cc(C)c3nn(CC(=O)N4CCCCC4C)c(=O)n3c2c1 (stereo unspecified) | 2
O=c1n(CN2CCCC(O)C2)nc2c3ccccc3ncn12 (stereo unspecified) | 8
CC(C)NC(=O)CNCc1cccs1 | 2
Cc1nnc2sc(-c3cccc(N)c3)nn12 | 12
Cc1ccc2nc(SCC(=O)NCCc3c[nH]c4ccccc34)c(C#N)cc2c1 | 13
COC(=O)C1=C(C(=O)OC)[C@@H]2N(Cc3ccccc3)c3ccccc3[C@@]23C[C@@H](C(=O)OC)N(C(=O)C2CCC2)C3=N1 | 6
CCCN(Cc1cc2cccc(C)c2[nH]c1=O)C(=O)c1ccc(F)cc1 | 7
COc1cccc(C(=O)N(Cc2cc3cc(C)cc(C)c3[nH]c2=O)CC2CCCO2)c1 (stereo unspecified) | 10
O=S1(=O)CS(=O)(=O)CS(=O)(=O)C1 | 10
COc1ccc(-c2nnn(CC(=O)Nc3c(C)cccc3C)n2)cc1OC | 12
CCOc1ccc(Oc2nc(NC(C)(C)C)nc(OC)n2)nn1 | 10
Nc1n[nH]c(-c2ccccc2)c1Cl | 6
Cc1sc(NC(=O)C(C)(C)C)nc1-c1ccc2c(c1)CCN2S(C)(=O)=O | 8
SMILES | EP2 antag
CC1CCCCN1S(=O)(=O)c1ccc(S(=O)(=O)N2CCCCC2)cc1 (stereo unspecified) | 10
CC(c1ccccc1F)n1cc(C(=O)NCCCN2CCOCC2)nn1 (stereo unspecified) | 10
Cc1ccc(NC(=O)CSc2nnc3c4c(C)c(C)sc4nc(C(C)C)n23)cc1 | 17
CC(C)C(c1nnnn1C1CCCC1)N1CCN(C2CCCC2)CC1 (stereo unspecified) | 5
NC(=O)C1CC(=O)N(c2ccc(OCC(=O)Nc3cccc(Cl)c3)cc2)C1 (stereo unspecified) | 10
COc1ccc(-n2nnnc2SCC(=O)Nc2cc(C)ccc2OC)c(OC)c1 | 7
CCN1CCN(C(c2cc(OC)ccc2OC)c2nnnn2Cc2ccc3c(c2)OCO3)CC1 (stereo unspecified) | 7
CN(C)CCCN(Cc1ccco1)Cc1cn[nH]c1-c1ccccc1 | 7
CN1CCC[C@H]1c1cccnc1 | 8&13
CCn1ncc(CO)c1C | 6
Cc1cccc(OCC(=O)Nc2ccc(NC(=O)c3ccco3)c(C)c2)c1 | 11
CCN1c2ncccc2C(=O)NC12CCN(C(=O)c1cnn(CC)c1C)CC2 | 2
COc1cc(CNC(=O)c2cnc(C)cn2)cc(OC)c1 | 10
Cc1ccccc1NC(=O)Cn1cc(C(=O)C(C)C)c2ccccc21 | 6
CN(C)CCCn1c(SCC(=O)Nc2cccc(C(F)(F)F)c2)nnc1-c1ccncc1 | 5
CC(=O)NC1=NN(C(C)=O)C2(S1)C(=O)N(C(C)C)c1ccccc12 (stereo unspecified) | 10
C1=CC2C=Cc3nc(-c4ccco4)c4c(c3C2C=C1)CCC4 (stereo unspecified) | 9
O=C(c1ccccc1F)N1N=C(c2ccco2)CC1c1ccco1 (stereo unspecified) | 11
COc1ccc(NC(=O)N2CCC(n3cnc4cccnc43)CC2)cc1 | 6
Cc1ccc(CC(=O)Nc2nnc(C)s2)cc1 | 7
Cc1cc(-c2cc(N)c(=O)n(CC(=O)NC3CCCCC3)n2)c(C)o1 | 7
CN(C)CCNCC(=O)NCc1ccco1 | 5
CCc1ccc2c(c1)C(c1cccnc1)=NNC(c1ccncc1)=N2 | 12
NC(=O)c1ccc(NC(=O)COc2ccc(S(=O)(=O)N3CCCC3)cc2)cc1 | 7
COc1ccc(-c2cc(C)nc(N)c2C#N)cc1 | 11
SMILES | EP2 antag
O=C(Nc1ccc(S(=O)(=O)NCc2ccco2)cc1)c1cccc(Cl)c1 | 14
COc1ccc2cc(C(c3nnnn3C3CCCC3)N3CCOCC3)c(=O)[nH]c2c1 (stereo unspecified) | 8
Cc1ccc(-c2cc(N)c(=O)n(CC(=O)NC(C)(C)C)n2)o1 | -1
Cn1c(SCC(=O)Nc2ccccc2C(F)(F)F)nc2sc3c(c2c1=O)CCCC3 | 5
COc1ccc(NC(=S)N(CCCO)Cc2cc3cc(C)c(C)cc3[nH]c2=O)cc1 | 14
CCn1c(CN2CCC(O)(c3ccc4c(c3)OCO4)CC2)cnc1SC | 3
Cc1nn(C)cc1CN(Cc1ccc(F)cc1)C1CC(C)(C)NC(C)(C)C1 | 7
CCC(C)c1ccc(NC(=O)C2CCN(c3nc(C)cc(C)n3)CC2)cc1 (stereo unspecified) | 13
C/C(Cl)=C\CSc1nc2c(c(=O)[nH]c(=O)n2C)n1Cc1cccc(C)c1 | 14
COc1ccc2c(c1)cc(C)c1nn(CC(=O)N3CCCCC3C)c(=O)n12 (stereo unspecified) | 4
Cc1nn(C)c(C)c1-c1cc(C(=O)NC2(c3cccc(F)c3)CCCC2)[nH]n1 | 7
CCN1CCN(c2ccc(NC(=O)c3ccc(C)cc3Cl)cc2)CC1 | 6
CC(=O)/C(=N\N=C(N)N)c1ccccc1 | 9
Cn1c(=O)[nH]c(=O)c2[nH]c(N3CCN(c4ccccc4)CC3)nc21 | 6
CCOC(=O)c1ccc(NC(=O)c2c(O)c3ccccc3n(CC)c2=O)cc1 | 1
Cc1cc2cc(CN(CCO)C(=S)Nc3cccc(C)c3C)c(=O)[nH]c2cc1C | 12
O=C(O)CN1CCCC1 | 6
Cc1ncccc1-c1cc2cccnc2n1CCCNC(=O)Cc1ccc(F)cc1 | 6
CCCC(c1nnnn1C1CCCCC1)N(Cc1ccco1)Cc1cc2c(C)cc(C)cc2[nH]c1=O (stereo unspecified) | 20
Cc1cc(-c2cc(N)c(=O)n(CC(=O)Nc3ccc(F)c(F)c3)n2)c(C)o1 | 10
CCC(=O)OCCSc1nc2ccccc2s1 | 9
O=C(Cn1nc(-c2cccs2)n(-c2ccncc2)c1=O)NC1CCCC1 | 9
Cc1cc(C)c2[nH]c(=O)c(CN(CC3CCCO3)C(=O)Nc3ccc(Cl)cc3)cc2c1 (stereo unspecified) | 15
O=C(Cn1cnc([N+](=O)[O-])n1)NCCOc1ccccc1 | 12
